Screens: PubChem BioAssay, several laboratories
SRC1 inh: inhibits human SRC1 coactivator; HEK293 GAL4-SRC1 luciferase reporter, luminescence; inhibition, % at 3.6 µM; actives 0.12% (n = 360,000);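 active means inhibition above the campaign mean plus 3 SD, with each screening campaign given its own cutoff, cut at about 60% in these data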;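 further: 0% = DMSO treated cells and 100% = gossypol at 36 µM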
MC4R ag barr: agonists of human melanocortin 4 receptor (MC4R) beta-arrestin; actives 0.98% (n = 360,000); P32245; activation, % at 8.9 µM; U2OS MC4R beta-arrestin complementation, luminescence; percent of melanotan II response, DMSO zero; AID 540308;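 active means activation above a per-plate cutoff, the mean activation of sample wells on that plate plus 3 SD, cut at about 8% in these data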
EBV LMP1 NFkB: Epstein-Barr LMP1 NF-kappaB reporter inhibition; LMP1-induced NF-kappaB luciferase reporter cells, luminescence; inhibition, % at 12.5 µM; actives 0.69% (n = 350,000); in the data active means inhibition above about 41%;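 further: 0% = neutral control wells and 100% = reference inhibitor control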
COUP-TFII inh: blocks human COUP-TFII nuclear receptor | P24468 | HEK293T NGFI-A luciferase reporter, luminescence | inhibition, % at 8.6 µM | actives 0.7% (n = 370,000) | AID 686940;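 active means inhibition above a per-plate cutoff, mean inhibition of test wells between control levels plus 3 SD, cut at about 38% in these data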;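 further: cells cotransfected with COUP-TFII expression vector driving the NGFI-A reporter; 0% = median of COUP-TF2 test wells and 100% = reporter-only cells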
NOD2-RIPK2 inh: blocks binding of human NOD2 to RIPK2. inhibition, % at 4.98 µM. actives 0.38% (n = 360,000). O43353. CHO BLA complementation NOD2-RIPK2, CCF4 ratio; in the data active means inhibition above about 21%;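 further: 0% = vehicle only and 100% = reference blocker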
SRC3 inh: inhibits human SRC3 coactivator | Q9Y6Q9 | HEK293 GAL4-SRC3 luciferase reporter, luminescence | inhibition, % at 3.6 µM | actives 0.17% (n = 360,000) | AID 588352;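 active means inhibition above a per-campaign cutoff, the mean of all compounds plus 3 SD, cut at about 60% in these data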;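 further: 0% = DMSO-treated cells and 100% = gossypol-treated cells at 36 µM; higher means less SRC3-driven luciferase light from the GAL4 reporter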
TLR9-MyD88 block: inhibitors of human TLR9-MyD88 binding. AID 504734. Q9NR96+Q99836. actives 0.21% (n = 340,000). inhibition, % at 4.98 µM. CHO BLA complementation TLR9-MyD88, CCF4 FRET ratio;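 active means inhibition above the mean over all tested compounds plus 3 SD, cut at about 21% in these data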;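 further: 0% = DMSO only wells and 100% = clavulanate BLA inhibitor control wells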
MC4R antag cAMP: antagonists of human melanocortin 4 receptor (MC4R). actives 0.48% (n = 360,000). P32245. MC4R-expressing cells, MTII-stimulated cAMP, LANCE TR-FRET. inhibition, % at 6.5 µM. AID 540295;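 active means inhibition above its plate's cutoff, the mean of tested wells on that plate plus 3 SD, cut at about 29% in these data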;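 further: 0% = Melanotan II alone and 100% = Melanotan II plus saturating MCL0020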
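material = U2OS cells stably expressing human melanocortin 4 receptor (MC4R) | also added = Melanotan II challenge | dosing = single nominal compound dose of 6.5 µM | detection = TR-FRET with Eu-cAMP and labeled anti-cAMP, 671 nm | replication = singlicate | timing = compound 30 min, challenge 1 h, detection 1 h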
NCOA2 inhibitor: inhibits human steroid receptor coactivator 2. inhibition, % at 9 µM. AID 651957. actives 0.17% (n = 370,000). HEK293 GAL4-SRC2 luciferase reporter, luminescence;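 active means inhibition above the mean inhibition of all tested compounds plus 3 SD, set per campaign, cut at about 52% in these data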;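 further: 0% = DMSO treated cells and 100% = cells given Gossypol at 36 µM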
LRH-1 inv ag: NR5A2 inverse agonism in reporter assay; AID 602396; inhibition, % at 3.6 µM; O00482; HEK293T StAR-luciferase reporter, LRH-1 transfected, 24 h; actives 0.13% (n = 360,000);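 active means inhibition above the mean inhibition of all tested compounds plus 3 SD, cut at about 73% in these data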;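 further: 0% = DMSO wells and 100% = reporter-only cells lacking LRH-1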
ABHD5-PLIN5 inh: inhibitors of human ABHD5-perilipin-5 interaction. Q00G26+Q8WTS1. Split G. princeps luciferase complementation, luminescence, 4 h. actives 0.78% (n = 360,000). inhibition, % at 4 µM;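 active means inhibition above the mean inhibition across every tested compound plus 3 SD, cut at about 22% in these data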;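 further: 0% = DMSO only wells and the 100% control is not disclosed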
Target sequence (Q00G26 whole entry, looked up): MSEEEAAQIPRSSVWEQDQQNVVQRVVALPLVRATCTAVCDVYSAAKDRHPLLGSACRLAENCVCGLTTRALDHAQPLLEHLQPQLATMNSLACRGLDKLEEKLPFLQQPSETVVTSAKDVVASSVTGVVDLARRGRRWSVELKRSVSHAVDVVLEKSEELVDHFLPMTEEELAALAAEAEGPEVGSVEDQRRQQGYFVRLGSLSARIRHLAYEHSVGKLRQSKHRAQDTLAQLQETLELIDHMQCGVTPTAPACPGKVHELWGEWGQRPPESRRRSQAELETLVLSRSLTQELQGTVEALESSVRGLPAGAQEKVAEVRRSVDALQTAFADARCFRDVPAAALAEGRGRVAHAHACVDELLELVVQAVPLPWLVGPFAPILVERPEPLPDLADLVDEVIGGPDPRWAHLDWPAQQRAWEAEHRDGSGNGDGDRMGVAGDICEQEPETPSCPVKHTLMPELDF
Target sequence (Q8WTS1 whole entry, looked up): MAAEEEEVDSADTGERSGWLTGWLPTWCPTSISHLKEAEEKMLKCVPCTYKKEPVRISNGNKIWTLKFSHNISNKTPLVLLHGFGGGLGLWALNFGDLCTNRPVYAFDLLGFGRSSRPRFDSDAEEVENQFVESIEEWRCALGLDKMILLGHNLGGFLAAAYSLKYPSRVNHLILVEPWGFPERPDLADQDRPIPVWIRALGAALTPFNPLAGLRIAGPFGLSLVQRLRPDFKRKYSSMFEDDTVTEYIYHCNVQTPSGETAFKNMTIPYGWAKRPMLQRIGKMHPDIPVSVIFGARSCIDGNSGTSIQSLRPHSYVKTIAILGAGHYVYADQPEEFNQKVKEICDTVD
* hit, by the source's call; nt = not tested or not shown. An excerpt; rates above refer to the full screens.

Field names – A = SRC1 inh; B = MC4R ag barr; C = EBV LMP1 NFkB; D = COUP-TFII inh; E = NOD2-RIPK2 inh; F = SRC3 inh; G = TLR9-MyD88 block; H = MC4R antag cAMP; I = NCOA2 inhibitor; J = LRH-1 inv ag; K = ABHD5-PLIN5 inh
Structure: Cc1ccc(S(=O)(=O)N2CCCC2C(=O)OCC(=O)Nc2ccc3c(c2)OCO3)cc1 (stereo not given)
  A: 1.2	B: 2.1	C: 2.7	D: 4.6	E: 4.6	F: 1.6	G: -19.7	H: 16.3	I: 4.8	J: -3.0	K: 6.3

Structure: O=C(Nc1nc2ccc(Cl)cc2s1)c1cccc(N2C(=O)CCC2=O)c1
  A: -91.6	B: -4.5	C: -16.2	D: -17.5	E: 9.6	F: -54.1	G: -8.4	H: 1.9	I: -65.5	J: -56.9	K: 1.7

Structure: COc1cccc(CNc2nc3ccc(C)cc3n3cnnc23)c1
  A: 8.9	B: -0.7	C: 5.0	D: 5.2	E: -16.3	F: 7.0	G: 0.5	H: 18.9	I: -28.0	J: 13.9	K: -0.8

Structure: CC(=O)c1cccc(NC(=O)c2cc(S(=O)(=O)N3CCCCC3)ccc2N2CCOCC2)c1
  A: 10.8	B: 0.1	C: 2.6	D: 1.5	E: 1.3	F: 2.2	G: 0.4	H: 9.9	I: -11.6	J: 5.8	K: 8.8

Structure: O=[N+]([O-])c1ccc(CN2CCCCCC2)s1
  A: -1.7	B: -1.3	C: 0.5	D: 2.5	E: 5.0	F: 6.8	G: 1.1	H: 2.8	I: -6.9	J: 13.7	K: -3.3

Structure: COc1ccc(-c2cc(CNC(=O)CN(C)Cc3ccccc3)on2)cc1
  A: -19.1	B: -1.1	C: -45.0	D: 6.1	E: -7.5	F: 5.5	G: -4.5	H: 0.4	I: -9.3	J: 3.4	K: -1.1

Structure: CCCn1c(N)c(C(=O)CSc2nnc(C3CC3)n2-c2ccccc2)c(=O)[nH]c1=O
  A: -21.9	B: 0.2	C: -6.6	D: 4.8	E: 5.4	F: 7.0	G: 2.3	H: 3.3	I: -6.7	J: 11.6	K: -5.7

Structure: Cc1cccc(C)c1Nc1nnc(SCc2nc3ccccc3c(=O)[nH]2)s1
  A: 8.2	B: 6.2	C: 7.5	D: 6.7	E: -7.8	F: 0.6	G: -1.2	H: -1.6	I: 20.2	J: -3.3	K: 9.2

Structure: Nc1ccc2ccccc2c1[N+](=O)[O-]
  A: -7.5	B: -1.2	C: 0.3	D: 3.3	E: -6.3	F: -0.6	G: 3.4	H: -7.1	I: -40.6	J: -5.4	K: 6.0

Structure: Cc1ccc(S(=O)(=O)N2CCN(C(=O)C3CSC4(C)CCC(=O)N34)CC2)cc1C (stereo not given)
  A: -1.0	B: -6.2	C: 11.4	D: 18.0	E: -1.1	F: 12.8	G: 3.3	H: -4.5	I: -27.9	J: -6.8	K: 2.4

Structure: O=S(=O)(Nc1ccc(F)cc1)c1cccc2nsnc12
  A: 8.8	B: -0.6	C: -6.0	D: 4.2	E: 1.6	F: -0.2	G: -4.2	H: -5.5	I: 6.1	J: -6.5	K: -4.2

Structure: CC(=O)c1ccc(CCCC(=O)O)cc1
  A: 0.4	B: 1.4	C: -1.1	D: 4.0	E: 0.7	F: -2.3	G: -3.0	H: -1.7	I: -2.8	J: 18.4	K: -3.5

Structure: COc1ccc(-c2cc(C(F)(F)F)c3c(=O)n(-c4ccccc4)[nH]c3n2)cc1
  A: -7.0	B: -1.0	C: 4.1	D: nt	E: -9.1	F: 11.5	G: 1.0	H: 16.9	I: nt	J: -11.6	K: 5.3

Structure: COc1ccc(C(=O)c2c3ccc([N+](=O)[O-])cc3[n+]([O-])n2CCCC(N)=O)cc1
  A: -6.7	B: 1.3	C: -2.8	D: 3.2	E: 4.8	F: -14.3	G: -1.8	H: -13.2	I: 18.6	J: 31.8	K: 9.4

Structure: COc1ccccc1C(CNC(=O)CN(C)S(=O)(=O)c1ccc(C)cc1)N1CCCC1 (stereo not given)
  A: 7.3	B: 0.1	C: 2.9	D: 1.4	E: 8.6	F: -36.1	G: 6.1	H: -1.0	I: 1.2	J: -23.3	K: 5.1

An excerpt of these results, as tab-separated lines.
structure	SRC1 inh	MC4R ag barr	EBV LMP1 NFkB	COUP-TFII inh	NOD2-RIPK2 inh	SRC3 inh	TLR9-MyD88 block	MC4R antag cAMP	NCOA2 inhibitor	LRH-1 inv ag	ABHD5-PLIN5 inh
Cc1cccc(C)c1Nc1nnc(SCc2nc3ccccc3c(=O)[nH]2)s1	8.2	6.2	7.5	6.7	-7.8	0.6	-1.2	-1.6	20.2	-3.3	9.2
Nc1ccc2ccccc2c1[N+](=O)[O-]	-7.5	-1.2	0.3	3.3	-6.3	-0.6	3.4	-7.1	-40.6	-5.4	6.0

Structural class: the compounds so far with an aryl thioether with sulfur outside any ring.
Field names – A = SRC1 inh; B = MC4R ag barr; C = EBV LMP1 NFkB; D = COUP-TFII inh; E = NOD2-RIPK2 inh; F = SRC3 inh; G = TLR9-MyD88 block; H = MC4R antag cAMP; I = NCOA2 inhibitor; J = LRH-1 inv ag; K = ABHD5-PLIN5 inh
Structure: CCCn1c(N)c(C(=O)CSc2nnc(C3CC3)n2-c2ccccc2)c(=O)[nH]c1=O
  A: -21.9	B: 0.2	C: -6.6	D: 4.8	E: 5.4	F: 7.0	G: 2.3	H: 3.3	I: -6.7	J: 11.6	K: -5.7

Structure: Cc1cccc(C)c1Nc1nnc(SCc2nc3ccccc3c(=O)[nH]2)s1
  A: 8.2	B: 6.2	C: 7.5	D: 6.7	E: -7.8	F: 0.6	G: -1.2	H: -1.6	I: 20.2	J: -3.3	K: 9.2

The list continues:
Field names – A = SRC1 inh; B = MC4R ag barr; C = EBV LMP1 NFkB; D = COUP-TFII inh; E = NOD2-RIPK2 inh; F = SRC3 inh; G = TLR9-MyD88 block; H = MC4R antag cAMP; I = NCOA2 inhibitor; J = LRH-1 inv ag; K = ABHD5-PLIN5 inh
Structure: COC(=O)c1sc(N2CCN(c3ccc(Cl)cc3)CC2)nc1N
  A: -6.9	B: 0.3	C: -14.3	D: 11.9	E: -8.5	F: 15.7	G: -2.9	H: 11.5	I: -12.6	J: -11.9	K: -8.3

Structure: CCCCNCC#CCOc1cc(C)ccc1C(C)C
  A: 0.8	B: 1.7	C: 1.7	D: 0.5	E: 2.1	F: -0.9	G: -2.2	H: 5.0	I: -7.4	J: -8.9	K: 6.4

Structure: CCC/C(O)=C1\C(=O)CC(c2ccccc2)CC1=NCCc1c(C)[nH]c2ccccc12 (stereo not given)
  A: 14.8	B: 0.1	C: 8.2	D: -0.5	E: -6.7	F: -2.1	G: 0.6	H: 15.9	I: -6.8	J: 3.7	K: -6.5

Structure: COc1ccc(C(=O)Nc2cc(C(=O)c3ccccc3)c(C)oc2=O)cc1
  A: -36.0	B: -0.8	C: -4.2	D: 15.3	E: -2.1	F: -11.5	G: -0.9	H: 22.1	I: -65.0	J: -8.5	K: 37.3*

Structure: CCCCn1nnnc1C(c1cc2ccccc2o1)N1CCN(C/C=C/c2ccccc2)CC1 (stereo not given)
  A: 14.3	B: nt	C: nt	D: 2.4	E: 1.0	F: -9.2	G: nt	H: nt	I: 15.8	J: 4.7	K: 3.7

Structure: COc1ccc(C(=O)/C=C/Nc2ccc([N+](=O)[O-])cc2C)cc1OC
  A: 2.8	B: 1.6	C: -2.1	D: -19.4	E: -6.4	F: 10.2	G: 5.1	H: 0.3	I: -15.4	J: 14.4	K: -2.9

Structure: Cc1ccc(NS(=O)(=O)Cc2ccccc2)nc1
  A: -36.9	B: -1.2	C: -11.3	D: -33.9	E: -5.0	F: -15.2	G: 3.0	H: 17.7	I: -15.3	J: -33.3	K: 3.2

Structure: CC1(c2nnc(-c3ccccc3)o2)CC(c2cccc(Cl)c2)=NO1 (stereo not given)
  A: 15.2	B: -0.9	C: 8.3	D: 4.9	E: -2.1	F: 19.0	G: -1.3	H: 0.5	I: 7.1	J: 13.9	K: -1.9

Copied from the list:
SRC3 inh, CCCn1c(N)c(C(=O)CSc2nnc(C3CC3)n2-c2ccccc2)c(=O)[nH]c1=O is entered as 7.0
NOD2-RIPK2 inh, COc1cccc(CNc2nc3ccc(C)cc3n3cnnc23)c1 is entered as -16.3
